GSK3A inh – blocks human GSK-3 alpha kinase. ADP-Glo luminescence, 60 min. inhibition, % at 10 µM. hit rate 0.1% among 320,000;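 in the data active means inhibition above about 50%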;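 further: GST-tagged GSK-3 alpha with peptide substrate and 25 µM ATP; 0% = DMSO neutral wells and 100% = GW8510 positive control wells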
Target sequence (P49840 whole entry, looked up): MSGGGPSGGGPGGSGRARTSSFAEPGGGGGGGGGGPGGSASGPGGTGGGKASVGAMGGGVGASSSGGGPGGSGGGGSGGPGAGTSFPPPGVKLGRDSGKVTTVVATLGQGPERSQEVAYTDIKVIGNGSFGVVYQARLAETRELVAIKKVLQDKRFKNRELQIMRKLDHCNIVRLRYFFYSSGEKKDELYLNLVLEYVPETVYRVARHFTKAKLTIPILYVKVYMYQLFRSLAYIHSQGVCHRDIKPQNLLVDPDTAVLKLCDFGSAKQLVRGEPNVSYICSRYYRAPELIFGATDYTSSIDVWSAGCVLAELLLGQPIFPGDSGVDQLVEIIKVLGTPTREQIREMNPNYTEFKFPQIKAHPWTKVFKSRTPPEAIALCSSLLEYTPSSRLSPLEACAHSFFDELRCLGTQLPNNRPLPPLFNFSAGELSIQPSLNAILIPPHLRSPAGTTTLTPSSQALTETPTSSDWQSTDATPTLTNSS
HSF1 inh – HSF1 inhibition | NIH3T3-HGL HSE-luciferase, MG132-induced, luminescence 8 h; hits give low values | activity change, negative = inhibition, % at 7.5 µM (by protocol) | hit rate 0.77% among 300,000 | AID 2098;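 active means more than half of replicate wells show activity change below -50%, luminescence cut by over half; inconclusive means some wells, but at most half, below -50%; inactive means no replicate well below -50%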;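 further: luciferase reports HSF-1 transcriptional activity via heat shock element; 0% = median of DMSO wells and -100% = zero luminescence signal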
GSK3beta inhib – human GSK3beta kinase inhibition; hit rate 0.038% among 300,000; activity score (negative = inhibition), % at 10 µM; GST-GSK3beta kinase, ADP-Glo luminescence, 60 min; hits give low values; P49841;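 active means more than half of replicate wells score below -50%, meaning over 50% inhibition versus plate controls; inconclusive means some replicates but at most half score below -50%; inactive means no replicate scores below -50%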;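 further: 0% = median DMSO wells and -100% = median GW8510 positive control wells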
Target sequence (P49841 whole entry, looked up): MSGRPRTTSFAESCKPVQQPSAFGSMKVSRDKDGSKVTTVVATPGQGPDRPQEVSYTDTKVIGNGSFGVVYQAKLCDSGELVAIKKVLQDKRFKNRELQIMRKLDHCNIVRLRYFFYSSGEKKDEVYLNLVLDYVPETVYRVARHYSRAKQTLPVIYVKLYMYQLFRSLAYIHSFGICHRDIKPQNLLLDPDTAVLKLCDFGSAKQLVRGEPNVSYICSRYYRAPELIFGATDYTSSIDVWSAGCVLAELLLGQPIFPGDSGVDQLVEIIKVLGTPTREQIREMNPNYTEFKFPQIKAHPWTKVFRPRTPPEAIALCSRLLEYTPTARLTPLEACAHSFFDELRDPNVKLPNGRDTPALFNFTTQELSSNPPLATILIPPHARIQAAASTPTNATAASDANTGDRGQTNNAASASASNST
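Test system: GST-fused GSK3beta enzyme, cell-free | Quantity: 1.6 ng GST-GSK3beta enzyme per well | Reagent: 25 µM ATP with peptide substrate | Schedule: 60 min enzyme reaction, room temperature | Signal: Luminescent ADP-Glo measurement of ADP formed | Read-out basis: Score relative to plate controls | Control set: DMSO and 20 µM GW8510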
IEC-6 tox – kills IEC-6 intestinal cells in KLF5 counter-screen | hit rate 0.78% among 290,000 | IEC-6 cytotoxicity, luminescence viability | inhibition, % at 5 µM | AID 1825; in the data active means inhibition above about 22%;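 further: 0% = plate median of test compound wells and 100% = cytotoxic reference compound wells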
PolyA inh – blocks polyadenylation in yeast reporter cells. S. cerevisiae SKY197-pL101 polyadenylation reporter, beta-gal luminescence; efflux-impaired pdr1/pdr3 knockout yeast; score 100 = 6 SD above DMSO. hit rate 0.02% among 300,000. calls only at 12 µM. AID 1875;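 active means lowest replicate activity score at least 50, where 100 means six control SD above control mean; inconclusive means lowest score under 50 but half or more replicates reach 50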;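 further: yeast exposed to compound for 9 h at 30 °C; higher score means more reporter readthrough which indicates perturbed polyadenylation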
AI-2 QS modul – modulators of Vibrio harveyi AI-2 quorum sensing system. Vibrio harveyi JMH597 AI-2 luminescence/OD600 ratio, 9 h; hits give low values; strain lacks LuxN and CqsS sensors; 0 = neutral-control median. activity change, % at 7.5 µM. hit rate 0.4% among 300,000. AID 2094; in the data active means activity change below about -75%, passing the limit was not always enough; inconclusive means no clear call, values can overlap the other calls;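 further: luminescence divided by OD600 gain over 9 h not by final OD600 alone; inactives centre near 13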
aSyn UTR inh – 5' untranslated region of α-synuclein, MLPCN primary screen. alpha-synuclein 5'UTR reporter, inhibitor activity. inhibition, % (tested at 7.5 µM). hit rate 0.82% among 300,000. AID 1813; in the data active means inhibition above about 60%; inconclusive means no clear call, values can overlap the other calls;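 further: H4 neuroglioblastoma cells stably carrying SNCA 5'UTR luciferase fusion; 0% = DMSO wells and 100% = positive control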
HSP90 refold inh – HSP90 refolding inhibition in rabbit reticulocyte lysate. hit rate 0.91% among 290,000. luciferase refolding luminescence, 3 h. inhibition, % at 5.6 µM. AID 1789;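 active means inhibition above the screen-wide mean plus 3 SD, computed separately per campaign, cut at about 16% in these data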;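 further: 0% = DMSO wells and 100% = 60 µM geldanamycin wells; inhibitors lower the luminescence because luciferase stays unfolded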
KLF5 inhibitor – inhibitors of KLF5 expression; DLD-1 KLF5 promoter-luciferase reporter, luminescence; inhibition, % at 5 µM; hit rate 0.23% among 290,000; AID 1700;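 active means inhibition above a per-plate limit of that plate's mean compound inhibition plus 3 SD, cut at about 60% in these data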;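 further: 0% = DMSO wells and 100% = LY294002 at 200 µM; higher means less KLF5 promoter-driven luciferase light; inactives centre near -14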
HSF1 activator – increases HSF-1 driven luciferase reporter signal; activation, % at 9 µM; AID 504408; hit rate 1.7% among 300,000; NIH3T3-HGL HSF-1 luciferase reporter, MG132, 8 h; 100% = twice DMSO control signal;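 active means mean replicate activation of at least 50% with a set share of replicates each reaching 50%; inconclusive means only one of those two conditions met; inactive means mean below 50% and too few replicates reaching it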;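 further: 0% = median of the neutral control wells and 100% = twice that signal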
* = called active by the depositor; i = inactive; u = inconclusive; x = not tested or not shown. The list is partial; count on the stated rates, not on these rows.

SMILES	GSK3A inh	HSF1 inh	GSK3beta inhib	IEC-6 tox	PolyA inh	AI-2 QS modul	aSyn UTR inh	HSP90 refold inh	KLF5 inhibitor	HSF1 activator
C/C(=N/NC(=O)c1cccs1)c1ccc(N2CCOCC2)cc1	1	22	0	7	i	11	-66	2	-46	34
Cc1c(C(=O)NCc2ccc(S(N)(=O)=O)cc2)oc2ccc(Cl)cc12	-1	0	-1	1	i	17	14	1	-22	0
CC(NS(=O)(=O)c1ccccc1)C1COc2ccccc2O1 (stereo unspecified)	-2	4	-1	-5	i	35	-5	3	-12	23
CCCCOC(=O)n1c(SCC(=O)N(C)C)nc2ccccc21	-1	-34	5	-4	i	4	-14	-5	-73	-49
CC(O)CSc1nc2c(c(=O)[nH]c(=O)n2C)n1CC(O)COc1ccccc1 (stereo unspecified)	-1	-27	-3	-1	i	24	26	1	-11	-43
O=C(Nc1nnc(-c2ccccc2)o1)C1CCCCC1	-2	3	-2	1	i	u	-63	2	-46	16
C=CCOc1ccc(C(=O)CC)cc1OC	-1	-7	-2	-9	i	40	-2	1	-29	-1
COCCN(Cc1cn(C)nc1-c1ccccc1F)C(C)C	3	-4	5	-1	i	17	9	-1	-25	-1
CC(C)n1cc(/C=C2\NC(=O)N(c3cccc(Cl)c3)C2=O)c2ccccc21	-3	-2	-3	2	i	-6	6	0	-8	33
O=[N+]([O-])c1cn(Cc2ccc(Cl)cc2)cn1	2	4	-3	-2	i	21	-13	-2	-8	-7
Cc1ccccc1CSc1nnc(-c2ccccn2)n1N	3	19	0	8	i	-4	-37	1	-68	34
COc1cc(SC)ccc1C(=O)N(C)Cc1ccccc1	-3	-6	2	-2	i	36	8	-2	-11	13
COC(=O)C(NS(=O)(=O)c1ccccc1Cl)c1ccccc1 (stereo unspecified)	7	-3	7	-2	i	5	13	2	-4	3
CCOc1cc(/C=C/C(=O)N(CC)CC(=O)NCc2cccs2)cc(Cl)c1OC	0	1	2	x	i	23	12	x	x	22
Cc1c(C(=O)O)nnn1-c1ccccc1	-3	4	0	-6	i	12	-3	-5	-12	-4
Cc1ccccc1-c1nc2c3ccccc3nc(=S)n2[nH]1	-2	-3	2	8	i	11	2	-1	-18	9
CC12CCC(=O)C=C1CCC1C2C(O)CC2(C)C1CCC2(O)C(=O)CO (stereo unspecified)	-1	-44	3	4	i	14	-3	-2	-38	-55
CSc1ccccc1N=Cc1nc(-c2ccccc2)oc1O	-1	23	7	7	i	17	-26	1	-29	31
Cc1cccc(NC(=O)CN2CCOCC2)c1C	-1	1	-3	-1	i	7	-3	1	-19	-7
CC(=O)N(Nc1ccccc1)c1ccccc1	0	-6	0	-2	i	38	-3	-1	-31	-19

Part of the list above, as labelled records.
SMILES: CC(=O)N(Nc1ccccc1)c1ccccc1
  GSK3A inh = 0	HSF1 inh = -6	GSK3beta inhib = 0	IEC-6 tox = -2	PolyA inh = i	AI-2 QS modul = 38	aSyn UTR inh = -3	HSP90 refold inh = -1	KLF5 inhibitor = -31	HSF1 activator = -19
SMILES: COC(=O)C(NS(=O)(=O)c1ccccc1Cl)c1ccccc1 (stereo unspecified)
  GSK3A inh = 7	HSF1 inh = -3	GSK3beta inhib = 7	IEC-6 tox = -2	PolyA inh = i	AI-2 QS modul = 5	aSyn UTR inh = 13	HSP90 refold inh = 2	KLF5 inhibitor = -4	HSF1 activator = 3
SMILES: Cc1ccccc1-c1nc2c3ccccc3nc(=S)n2[nH]1
  GSK3A inh = -2	HSF1 inh = -3	GSK3beta inhib = 2	IEC-6 tox = 8	PolyA inh = i	AI-2 QS modul = 11	aSyn UTR inh = 2	HSP90 refold inh = -1	KLF5 inhibitor = -18	HSF1 activator = 9

More entries
SMILES	GSK3A inh	HSF1 inh	GSK3beta inhib	IEC-6 tox	PolyA inh	AI-2 QS modul	aSyn UTR inh	HSP90 refold inh	KLF5 inhibitor	HSF1 activator
Nc1nc(COc2ccc(F)cc2Cl)nc(N2CCCCC2)n1	1	1	-2	-2	i	14	24	0	-25	1
CCN(CC)C(=O)Cn1c(=O)n(C)c2ccccc21	-3	-7	1	-3	i	13	4	0	-19	-5
CCN(CC)C(=O)C1c2ccccc2Oc2ccccc21	-1	2	-4	0	i	3	12	1	12	4
Cc1ccc(NC(=O)c2ccc(-n3cccn3)c([N+](=O)[O-])c2)cc1	1	3	0	0	i	24	1	-1	-64	5
Cc1ccc(C(O)P(=O)(OCCC(C)C)c2ccc(N(C)C)cc2)cc1 (stereo unspecified)	9	6	-1	-12	i	23	-1	-3	-19	23
CCCCN1C(=S)NC[C@@H]1Cc1ccccc1	1	2	3	2	i	15	3	0	-19	4
Nn1cc(-c2ccccc2)nc1SCC(=O)NCCN1C(=O)CSC1=O	-1	3	-4	-3	i	10	1	-5	-30	9
CSc1sc(-c2nnc(SCC(=O)Nc3ccc(Cl)cc3)n2C)c2c1C=CCC2	-1	7	2	1	i	13	8	0	-32	23
CCOC(=O)c1ccc(NC(=O)CCOc2ccc(C)cc2)cc1	-3	-1	0	-1	i	12	14	-1	-1	1
CCOC(=O)C1(Cc2ccc(Cl)cc2)CCN(C(=O)c2cc(C)nc(C)n2)CC1	2	0	-1	4	i	23	10	1	-16	0
COc1ccc(NC(=O)c2ccc3c(c2)CCN3S(=O)(=O)c2ccccc2)c(OC)c1	-3	4	-2	-6	i	19	9	-2	-24	5
Cc1ccc2nc(NC(=O)CN(C)S(=O)(=O)c3ccc(Br)s3)sc2c1	0	-2	3	-2	i	55	6	-1	-7	22
COc1cc(OC)cc(C(=O)NCCSc2c[nH]c3ccccc23)c1	-8	-10	0	-4	i	13	1	-2	-27	10
COc1ccc(C(NCC(=O)NC(C)c2ccc(Cl)cc2)c2ccccc2)cc1 (stereo unspecified)	-3	3	1	-1	i	20	14	0	-3	11
COC(=O)c1cccc(C(=O)N2CCCC(CCC(=O)N(C)CCc3ccccn3)C2)c1 (stereo unspecified)	-2	-6	-1	-7	i	19	-29	6	-10	-8
O=C(O)C1Nc2c(cccc2C(F)(F)F)C2C=CCC12 (stereo unspecified)	-5	-2	1	-21	i	26	18	-4	3	11
CSc1ccc(CNc2nnnn2C)cc1	-1	1	0	2	i	14	-6	-3	-26	12
Cn1c(SCc2ccccc2C#N)nc2ccccc2c1=O	-1	29	-1	1	i	62	-2	4	2	u
CC1CN(S(=O)(=O)c2ccc(C(=O)Nc3ccc(S(=O)(=O)Nc4nccs4)cc3)cc2)CC(C)O1 (stereo unspecified)	16	1	3	-3	i	20	9	-6	-23	-3
Nc1cccc2[nH]c(C(F)(F)F)nc12	-3	-4	-1	-6	i	6	-2	-9	-21	-6

Rewritten with two lines to a compound: entries from further up
Each structure is followed by: GSK3A inh, HSF1 inh, GSK3beta inhib, IEC-6 tox, PolyA inh, AI-2 QS modul, aSyn UTR inh, HSP90 refold inh, KLF5 inhibitor, HSF1 activator
- Cn1c(SCc2ccccc2C#N)nc2ccccc2c1=O
  -1, 29, -1, 1, i, 62, -2, 4, 2, u
- CC1CN(S(=O)(=O)c2ccc(C(=O)Nc3ccc(S(=O)(=O)Nc4nccs4)cc3)cc2)CC(C)O1 (stereo unspecified)
  16, 1, 3, -3, i, 20, 9, -6, -23, -3

(list continues)
SMILES	GSK3A inh	HSF1 inh	GSK3beta inhib	IEC-6 tox	PolyA inh	AI-2 QS modul	aSyn UTR inh	HSP90 refold inh	KLF5 inhibitor	HSF1 activator
O=C1C(SC(F)(F)C(F)F)=C(C(F)(F)F)OC2C3C=CC(C3)C12 (stereo unspecified)	-3	-6	0	0	i	29	-17	8	-14	5
Cc1ccc(-c2csc(NC(=O)CSc3nc4ccccc4c(=O)n3CCCN(C)C)n2)cc1	-2	14	6	0	i	4	-58	3	-15	19
CCOC(=O)CSC(=S)NC(=O)c1ccc(OC)cc1	-2	5	1	3	i	27	-15	5	11	-4
CCN1CCN(S(=O)(=O)c2ccc(Cl)c(C(=O)N(C)Cc3ccc(Cl)cc3Cl)c2)CC1	0	3	4	0	i	11	20	-3	-12	0
O=C(Nc1ccc(F)cc1)C1CCN(S(=O)(=O)c2ccc3[nH]c(=O)oc3c2)CC1	-3	-3	4	-6	i	28	5	-5	-35	-5
COc1ccc(Nc2nnc(SCC(=O)Nc3ccc4[nH]c(=O)[nH]c4c3)s2)cc1	1	0	-3	7	i	36	4	4	-16	20
COc1ccc(NC(=O)NCCc2cccc(Cl)c2)cc1OC	0	11	-2	3	i	39	-35	5	-30	34
Cc1ccccc1C(=O)c1c[nH]c(C(=O)NCc2cccs2)c1	-1	-15	-1	0	i	2	5	-3	-3	-21
Cc1ccc2c(CN3CCN(S(=O)(=O)c4ccc5c(c4)OCCO5)CC3)cc(=O)oc2c1C	0	-11	-3	-1	i	10	18	2	-21	-5
CCCC(=O)Nc1nnc(-c2ccc(Cl)s2)o1	-1	-1	0	0	i	14	-23	0	-18	2
Nc1nc(SCC(=O)Nc2ccc(C(F)(F)F)cc2)[nH]c(=O)c1NC(=O)c1ccc(F)c(F)c1	0	0	1	-7	i	15	4	8	-21	-3
CCOc1ccc2oc(C(=O)OCC(=O)NC(=O)NC)c(C)c2c1	1	5	2	2	i	3	-4	1	4	4
O=C(CCc1ccccc1)N1CCN(c2ccc(F)cc2)CC1	-1	-2	2	5	i	18	-6	0	0	5
CCN(CC)CCCN(C(=O)c1ccco1)c1nc(-c2ccc(Cl)cc2)cs1	3	14	-4	9	i	-4	-33	7	-5	33
CN1C(=O)/C(=C/c2cn(CC(=O)N3CCCCC3)c3ccccc23)c2ccccc21	-2	-3	-5	-2	i	2	29	3	6	18
Cc1ccc(NC(=O)CCl)c(C)c1	0	2	4	7	i	13	-52	2	-24	16

Screens (PubChem BioAssay)
